# Screening data deposited in PubChem by several laboratories.
# Mot1-301 SUMO – yeast Mot1-301 growth rescue at high temperature, primary screen, SUMOylation pathway inhibitor project, S. cerevisiae, ATP luminescence, 38.5C; growth rescue, % at 18.8 µM; AID 2716, 2010; 1% of 320,000 active; S. cerevisiae Mot1-301 growth rescue; percent above DMSO median, 100 means doubled;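 active means every valid replicate shows activation above 250% relative to neutral control wells; inactive means the rest, any valid replicate at or below 250%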;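 further: OY570 slx delta 5 strain wells were the positive control but not used for scaling; some compounds called inactive have numbers as strong as hits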
# RTF Ca sens act – cardiac RTF calcium sensitivity activators, primary screen, biochemical, IANBD-TnC fluorescence, EC20 calcium. 0.24% of 340,000 active. Troponin I, cardiac muscle (Homo sapiens) + Troponin T, cardiac muscle (Homo sapiens) + …. IANBD-labeled TnC RTF fluorescence at EC20 calcium; 0% EC20 calcium, 100% full calcium. activation, % at 7.2 µM;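 active means activation above the mean over all tested compounds plus 3 SD, cut at about 30% in these data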;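 further: rise in fluorescence read as greater calcium sensitivity of cardiac thin filaments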
# Keap1 Nrf2 FP – Keap1-Nrf2 protein-protein interaction inhibitors, primary screen, biochemical, fluorescence polarization, single point | AID 504523, 2011 | inhibition, % at 9.4 µM | Kelch-like ECH-associated protein 1 (Homo sapiens), Q14145 | Keap1 Kelch-Nrf2 peptide fluorescence polarization, 1536-well | 0.15% of 340,000 active; in the data active means inhibition above about 12%;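 further: human Keap1 Kelch domain with fluorescein labeled Nrf2 9mer peptide probe; 0% = neutral control wells and 100% = peptide positive control; higher means more block of Keap1 binding to Nrf2 peptide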
# LANA DNA inh – inhibitors of KSHV C-LANA binding to DNA, primary screen, biochemical, fluorescence polarization, FAM-LBS DNA, MBP-C-LANA, single point; inhibition, % at 9 µM; 0.078% of 340,000 active; Kaposi's sarcoma herpesvirus LANA C-terminal domain (residues 932-1162) DNA binding; AID 504423, 2011;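 active means highest replicate inhibition at or above 60% at 9 µM, even if other replicates fall short; inactive means all replicates below 60% inhibition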;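 further: 0% = neutral control wells and 100% = 4 µM acridine orange control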
# Rtt109 HAT inh – inhibitors of C. albicans Rtt109/Vps75 HAT, primary screen, biochemical, ThioGlo CoA-SH fluorescence, plate reader. Histone acetyltransferase RTT109 (Candida albicans (strain SC5314 / ATCC MYA-2876)), …. purified Rtt109/Vps75, 4 h. inhibition, % at 34.9 µM. 0.16% of 330,000 active. AID 540336, 2011;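 active means inhibition of at least 50% in every replicate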
# CDK5 p35 inh – inhibitors of human CDK5/p35 kinase, primary screen, biochemical, single concentration; Cyclin-dependent kinase 5 (Homo sapiens) + Cyclin-dependent kinase 5 activator 1 (Homo …; 0.01% of 330,000 active; inhibition, % at 10 µM; Recombinant CDK5/p35, ADP-Glo luminescence, 60 min; AID 488839, 2010;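 active means highest replicate inhibition of at least 50% and at least 75% of replicates reaching 50%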;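 further: plate controls were DMSO neutral control for no effect and GW8510 at 10 µM for full effect; many of its hits are not listed in these tables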
# dFosB act – activators of delta FosB homodimer, primary screen, biochemical, fluorescence polarization, TAMRA-CDK5 oligo, single point. Protein FosB (Mus musculus), P13346. purified delta FosB; percent of positive-control signal above neutral wells. activation, % at 25 µM. 0.99% of 340,000 active. AID 493131, 2011;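 active means mean activation above about 17%, with every replicate also reaching it, limit read from the data, passing the limit was not always enough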;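 further: fluorescence polarization rise as delta FosB binds a TAMRA Cdk5 AP-1 oligo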
# Cardiac RTF inh – cardiac RTF calcium sensitivity inhibitors, primary screen, biochemical, IANBD-TnC fluorescence, EC70 calcium; Troponin I, cardiac muscle (Homo sapiens) + Troponin T, cardiac muscle (Homo sapiens) + …; IANBD-labeled cardiac RTF, Ca2+ fluorescence; inhibition, % at 7.15 µM; 0.12% of 340,000 active; AID 493244, 2011;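 active means inhibition above the mean inhibition of all tested compounds plus 3 SD, cut at about 17% in these data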;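 further: assay run at fixed EC70 calcium of 1.6 mM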
# PvdQ inh – P. aeruginosa PvdQ acylase inhibitors, primary screen, biochemical, fluorescence, plate reader and imaging, single point; purified PvdQ acylase; inhibition, % at 10 µM; AID 488965, 2010; 0.063% of 340,000 active; in the data active means inhibition above about 30%, passing the limit was not always enough;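 further: 0% = vehicle neutral wells and 100% = reference inhibitor wells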
# PfHsp90 yeast 2 – growth inhibition of PfHsp90-expressing yeast, primary screen, antimalarial PfHsp90 inhibitor project, S. cerevisiae, BacTiter-Glo luminescence, single point, set 2. BacTiter-Glo ATP, 48 h; yeast lacking PDR1 and PDR3 efflux regulators. inhibition, % at 9.4 µM. 0.32% of 310,000 active. AID 504621, 2011;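 active means every replicate shows inhibition above about 80%, whatever the replicate mean, limit read from the data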;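 further: 0% = DMSO neutral controls and 100% = 20 µM radicicol positive controls; yeast relying on Plasmodium falciparum Hsp90 in place of its own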
# NSD2 HMT inh – NSD2 histone methyltransferase inhibitors, primary screen, biochemical, AlphaScreen, single concentration, set 2 | Histone-lysine N-methyltransferase NSD2 (Homo sapiens), O96028 | NSD2 peptide methylation, 120 min | inhibition, % at 12.5 µM | 0.54% of 310,000 active | AID 743445, 2014; in the data active means inhibition above about 50%
# Active calls of the source: *; . = no result given. The order is random; 3.2% or so of the library scored in one or more.
SMILES,Mot1-301 SUMO,RTF Ca sens act,Keap1 Nrf2 FP,LANA DNA inh,Rtt109 HAT inh,CDK5 p35 inh,dFosB act,Cardiac RTF inh,PvdQ inh,PfHsp90 yeast 2,NSD2 HMT inh
O=C(c1ccccc1SCc1ccccc1)N1CCCCCC1,5,-1,-2,1.3,-5,0.0,7,-5,-9,2,-3
O=C(CNC(=O)c1ccccc1Br)NNC(=O)c1cccs1,.,4,3,0.3,-3,-1.7,9,-4,-11,3,0
O=C(CSc1ncnc2c1cnn2-c1ccccc1)Nc1ccccc1,8,-4,0,0.9,0,-0.7,1,-7,-3,.,1
CCOC(=O)C1(CC2CC2)CCN(Cc2ccc(C(=O)OC)cc2)CC1,11,-1,-1,-0.4,-8,-1.8,0,-2,-2,10,.
Cc1ccc2cc(/C=N/NC(=O)c3ccccc3[N+](=O)[O-])c(Cl)nc2c1,331,0,0,-1.4,8,0.8,10,4,2,-1,-1
CC(C)NC(=O)C(=O)NNC(=O)C12CC3CC(CC(C3)C1)C2,-16,-6,-3,1.3,0,0.0,5,6,-10,12,.
O=C(NCc1ccco1)c1cc(S(=O)(=O)NC2CC2)ccc1Br,3,4,-3,-1.1,0,-0.2,-7,-13,-13,.,1
COc1ccc(CC(=O)N2CCN(c3ccccc3)CC2)cc1OC,-11,-2,-5,1.4,0,-1.1,-3,-12,-4,-12,-1
COc1cccc(OCCOCC(O)CN2CCN(Cc3ccc(Cl)cc3)CC2)c1 (configuration not stated),18,12,-4,0.3,2,-1.6,-8,0,-11,-23,-1
CC1(C)Cc2c(cnn2-c2ccccc2)C(NC(=O)c2ccoc2)C1 (configuration not stated),234,-4,0,-0.2,2,-2.3,-4,-6,0,21,0
O=C(c1cnc2n(c1=O)CCS2)N1CCN(C(c2ccccc2)c2ccc(Cl)cc2)CC1 (configuration not stated),-20,11,-1,-1.3,2,-1.4,-7,-5,-20,-11,.
COC(=O)c1ccc(NC(=O)CN2CCCC2)cc1,.,6,-3,-1.5,-12,-1.1,-6,-12,-5,-20,-2
CCn1c(Cc2ccccc2)nnc1SCC(=O)NC1CC1,1,5,-3,0.2,8,-0.1,-1,-8,-12,.,1
COC(=O)CCC(=O)NC(=S)Nc1ccccc1F,9,7,-3,-1.5,1,0.0,1,-8,-11,-48,-3
Cc1cc(C)c2nc(-c3ccccn3)cc(C(=O)NCc3cc(C)n(C)n3)c2c1,-2,-1,0,0.2,-2,-0.1,-2,-4,-4,.,-3
COc1cc(OC)c(OC)cc1CN1CCN(c2ccc(F)cc2)CC1,3,-3,5,-5.1,7,0.9,-5,-4,-4,10,3
CSCCC(NC(=O)c1ccco1)C(=O)NCc1ccc(F)cc1 (configuration not stated),9,-1,-1,0.3,-4,-1.2,1,-3,-5,-12,-3
Cc1ccc(C2NC(=O)c3c(sc4c3CCN(C)C4)N2)o1 (configuration not stated),4,29,-10,4.6,5,-0.6,2,-35,4,-3,39
CN1CCC(N(C)C(=O)c2ccc(Cl)c(S(=O)(=O)Nc3ccc(Cl)cc3)c2)CC1,.,1,-2,0.8,0,0.5,-9,-2,-1,28,11
Clc1ccc(Cn2nnc(-c3ccc(CN4CCOCC4)cc3)n2)cc1,190,-3,1,3.0,8,-1.3,-8,8,4,.,-1
CCOC(=O)c1sc2nc(CSc3ccccc3)nc(N3CCC(C(N)=O)CC3)c2c1C,-7,0,-1,-1.4,-2,0.0,-20,-13,-6,26,-5
CC1(C)CSC(C)(C)C(=O)N1,.,-1,0,2.0,11,2.0,-18,-1,-8,-28,-4
COc1ccc(N/C(N)=N/c2nc(CSc3ccc(C)cc3)cc(=O)[nH]2)cc1,163,-5,-2,-2.3,2,-0.2,-2,-6,4,2,.
COc1ccc(/C=C/C(=O)O)cc1S(=O)(=O)NCc1ccccc1,-17,1,1,0.1,7,1.2,4,7,6,-9,1
CCCN(CC(=O)Nc1ccccc1C)C(=O)c1ccc(S(=O)(=O)N2CCCCCC2)cc1,8,-5,3,-1.5,1,0.0,-14,-6,-1,-6,1

# In a second layout: 3 of the compounds above.
# Every second line gives: Mot1-301 SUMO | RTF Ca sens act | Keap1 Nrf2 FP | LANA DNA inh | Rtt109 HAT inh | CDK5 p35 inh | dFosB act | Cardiac RTF inh | PvdQ inh | PfHsp90 yeast 2 | NSD2 HMT inh
- COC(=O)c1ccc(NC(=O)CN2CCCC2)cc1
 : . | 6 | -3 | -1.5 | -12 | -1.1 | -6 | -12 | -5 | -20 | -2
- CCn1c(Cc2ccccc2)nnc1SCC(=O)NC1CC1
 : 1 | 5 | -3 | 0.2 | 8 | -0.1 | -1 | -8 | -12 | . | 1
- COC(=O)CCC(=O)NC(=S)Nc1ccccc1F
 : 9 | 7 | -3 | -1.5 | 1 | 0.0 | 1 | -8 | -11 | -48 | -3

# Returning to the listing, starting 3 compounds before the break.
SMILES,Mot1-301 SUMO,RTF Ca sens act,Keap1 Nrf2 FP,LANA DNA inh,Rtt109 HAT inh,CDK5 p35 inh,dFosB act,Cardiac RTF inh,PvdQ inh,PfHsp90 yeast 2,NSD2 HMT inh
COc1ccc(N/C(N)=N/c2nc(CSc3ccc(C)cc3)cc(=O)[nH]2)cc1,163,-5,-2,-2.3,2,-0.2,-2,-6,4,2,.
COc1ccc(/C=C/C(=O)O)cc1S(=O)(=O)NCc1ccccc1,-17,1,1,0.1,7,1.2,4,7,6,-9,1
CCCN(CC(=O)Nc1ccccc1C)C(=O)c1ccc(S(=O)(=O)N2CCCCCC2)cc1,8,-5,3,-1.5,1,0.0,-14,-6,-1,-6,1
CCOc1ccc(C(=O)COC(=O)c2cccc(-n3cnnn3)c2)cc1,1,-1,-3,0.1,3,1.8,-7,0,-14,33,-2
CCOC(=O)c1c(C)oc2c1C(=O)c1ccccc1C2=O,-2,-9,3,-0.5,6,0.5,5,8,-3,-32,6
O=C(COC(=O)C1CC1)Nc1ccc([N+](=O)[O-])cc1C(F)(F)F,-8,1,-3,2.2,-8,0.0,-12,-1,-8,7,2
CCCS(=O)(=O)c1nc(S(=O)(=O)c2ccc(C)cc2)c(N2CCC(C(N)=O)CC2)s1,6,-2,1,0.4,7,-0.4,-9,-1,7,21,-3
COc1cccc(NC(=O)CCC(=O)N2CC(C)Oc3ccc(C)cc32)c1 (configuration not stated),135,2,-5,-0.5,6,-0.5,-10,-3,-14,-18,.
COC(=O)c1c(NC(=O)C(=O)N2CCOCC2)sc2c1CCCC2,2,1,-4,-0.8,1,.,-2,5,-8,-10,0
O=C(Nc1ccccc1Cl)c1ccc2nc(N3CCOCC3)sc2c1,250,-4,1,-0.6,-3,-0.8,2,2,-6,14,.
COc1ccc(-c2c(-c3cc(OC)cc(OC)c3)n(C)c3ccc(-c4ccn[nH]4)cc23)cc1,30,0,-3,1.3,-2,0.2,-16,2,-10,-32,.
Cc1nn(Cc2ccc(C(=O)Nc3ccc(C(=O)OC(C)C)cc3)o2)c(C)c1Cl,82,-1,-7,-1.6,6,0.8,1,-2,-1,-1,-4
Cc1c(Cl)cccc1NC(=O)COC(=O)Cn1cnc2c1c(=O)n(C)c(=O)n2C,-9,-5,-3,0.5,3,-0.6,-1,0,-20,-8,1
Cc1cccc(CN2C(=O)[C@H]3Cc4c([nH]c5ccccc45)C(C)(C)N3C2=O)c1,23,-2,-3,1.3,3,-0.5,-7,5,13,.,.
C=CCN(CC=C)C(=O)CN1C(=O)NC(C)(c2ccc3cc(OC)ccc3c2)C1=O (configuration not stated),44,1,-6,-1.0,-1,1.0,-8,0,-17,11,1
COc1ccc(C=C2C(=O)c3ccccc3C2=O)cc1O,-21,-2,1,-0.4,-1,11,-7,2,-6,-18,26
CC1(C)Cc2c(sc3c2c(=N)n(Cc2ccco2)c(=O)n3CC(=O)Nc2ccccc2)CO1,-2,-7,-3,-0.9,20,-1.5,-3,-5,5,.,7
Cc1nn(-c2nc3ccccc3s2)c(N)c1-c1ccc(Cl)cc1,-16,-2,2,-0.5,-4,-0.1,-2,6,-9,11,-3
CCOc1ccc(-n2nnnc2-c2nc3ccccc3s2)cc1,-8,8,-4,0.0,1,2.7,-1,-5,2,-1,0
CN(C)S(=O)(=O)N1CCC(Oc2ccc(C(=O)NC3Cc4ccccc4C3)cc2)CC1,6,0,-4,0.4,-2,1.9,-12,-13,-7,-17,0

# Fetched by structure from the entries so far:
SMILES,Mot1-301 SUMO,RTF Ca sens act,Keap1 Nrf2 FP,LANA DNA inh,Rtt109 HAT inh,CDK5 p35 inh,dFosB act,Cardiac RTF inh,PvdQ inh,PfHsp90 yeast 2,NSD2 HMT inh
COC(=O)c1c(NC(=O)C(=O)N2CCOCC2)sc2c1CCCC2,2,1,-4,-0.8,1,.,-2,5,-8,-10,0
O=C(Nc1ccccc1Cl)c1ccc2nc(N3CCOCC3)sc2c1,250,-4,1,-0.6,-3,-0.8,2,2,-6,14,.

# Whole records as entered above:
# Shown for C=CCN(CC=C)C(=O)CN1C(=O)NC(C)(c2ccc3cc(OC)ccc3c2)C1=O (configuration not stated) → Mot1-301 SUMO: 44; RTF Ca sens act: 1; Keap1 Nrf2 FP: -6; LANA DNA inh: -1.0; Rtt109 HAT inh: -1; CDK5 p35 inh: 1.0; dFosB act: -8; Cardiac RTF inh: 0; PvdQ inh: -17; PfHsp90 yeast 2: 11; NSD2 HMT inh: 1
# Shown for CN(C)S(=O)(=O)N1CCC(Oc2ccc(C(=O)NC3Cc4ccccc4C3)cc2)CC1 → Mot1-301 SUMO: 6; RTF Ca sens act: 0; Keap1 Nrf2 FP: -4; LANA DNA inh: 0.4; Rtt109 HAT inh: -2; CDK5 p35 inh: 1.9; dFosB act: -12; Cardiac RTF inh: -13; PvdQ inh: -7; PfHsp90 yeast 2: -17; NSD2 HMT inh: 0
